AmpC inh det = blocks E. coli AmpC beta-lactamase in presence of detergent. P00811. purified AmpC, nitrocefin hydrolysis with detergent. Potency, µM (series often up to 28.7 µM), without a hit: at the top dose activity change, negative = inhibition. 0.09% of 71,000 active. AID 584; active means well fitted curve in the direction sought with a large enough effect
Target sequence (P00811 whole entry, looked up): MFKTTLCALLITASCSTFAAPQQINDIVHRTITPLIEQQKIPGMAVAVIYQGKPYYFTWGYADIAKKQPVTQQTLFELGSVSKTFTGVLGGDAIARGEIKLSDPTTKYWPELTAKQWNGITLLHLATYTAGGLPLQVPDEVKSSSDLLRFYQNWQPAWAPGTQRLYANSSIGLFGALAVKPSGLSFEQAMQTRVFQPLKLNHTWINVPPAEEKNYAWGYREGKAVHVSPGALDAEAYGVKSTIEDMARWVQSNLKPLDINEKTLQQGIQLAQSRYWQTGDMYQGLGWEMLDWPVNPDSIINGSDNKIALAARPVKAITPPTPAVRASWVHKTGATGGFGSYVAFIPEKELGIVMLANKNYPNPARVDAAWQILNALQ
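E. coli AmpC (5.3 nM) in 20 mM phosphate pH 7.0 with 0.01% Triton X-100, preincubated 15 min RT with compound; nitrocefin (2 uL of 800 uM stock) hydrolysis followed by 480 nm absorbance every 20 s over 4 min.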
* = called active by the depositor; [ ] = remark or other dose. On the % scale 0 is the no-effect control and ±100 the full control effect; potency means the concentration at half of the fitted maximal effect. The list is partial, so the mix of outcomes need not match the whole.

molecule	AmpC inh det
CCOC(=O)c1c(C)[nH]c(C)c1C(=O)Cn1nnc(-c2ccccc2C)n1	-5%
O=C(COC(=O)c1ccccn1)Nc1c(Cl)cccc1Cl	-2%
O=C(CCNS(=O)(=O)c1ccc(Br)s1)N1CCCCC1	11%
Cc1ccc(/C(O)=C2/C(=O)C(=O)N(Cc3cccnc3)C2c2ccccn2)cc1 (stereo not drawn)	-3%
COc1ccc(N2CCN(C(=O)CSc3ncccc3-c3nc4ccccc4[nH]3)CC2)cc1	-1%
c1ccc(-c2noc(-c3cccnc3)n2)cc1	-2%
CC12CCC(C(=O)O)(c3nc(C#N)c(C#N)nc31)C2(C)C (stereo not drawn)	-2%
Cc1nn2cc(-c3ccccc3)nc2s1	0%

Additional entries
molecule	AmpC inh det
CC12CCCCN1CCCc1c2[nH]c2ccccc12 (stereo not drawn)	15%
O=C(Cn1ccc2ccccc2c1=O)N1CCN(Cc2ccc3c(c2)OCO3)CC1	-6%
Cc1ccc2c(CC(=O)Nc3nc(C)cs3)coc2c1	-5%
COc1cccc(NC(=O)CSc2nccn2-c2cccc(OC)c2)c1	-1%
CN(C)c1ccc(/C=[N+](\[O-])C(C)(C)/C=N/O)cc1	-1%
CN(Cc1nc(-c2cccnc2)no1)S(=O)(=O)c1ccccc1	-4%
COc1ccc(-n2nc3c(c2NC(=O)C2CC2)CS(=O)C3)cc1 (stereo not drawn)	-3%
O=C(Nc1ccccc1)N1CCCC2(CCN(C(=O)c3ccco3)CC2)C1	0%

Next compounds follow.
molecule	AmpC inh det
CCn1c(C(=O)N2CCC(C(=O)N3CCC4(CC3)OCCO4)CC2)cc2sccc21	1%
Cc1ccc(Cn2c(=O)c3c(nc4n3CCCN4Cc3ccccc3)n(C)c2=O)cc1	16%
CCCS(=O)(=O)NCc1ccc2c(c1)cc(C)n2C	-1%
CCOc1c(P(=S)(N(C)C)N(C)C)c(C)nn1-c1ccccc1	-1%
O=C(NCCc1cn2ccsc2n1)c1cccs1	9%
Cc1noc(C)c1-c1ccc2ncnc(Nc3ccccc3)c2c1	10%
Cc1cccc(-c2noc(CN(C(=O)CCc3ccccc3)C(C)C)n2)c1	-5%
CC1OC(Nc2cccc3ccccc23)C(O)C(O)C1O (stereo not drawn)	3%

Following part:
molecule	AmpC inh det
CS(=O)(=O)N1CCC(c2noc(-c3ccc(C(F)(F)F)cc3)n2)CC1	-2%
CN1C(=O)CC[C@@H]1c1cccnc1	-1%
Cc1cc(C(=O)N2CCCC2C(=O)O)c(C)o1 (stereo not drawn)	10%
O=C(Nc1nnc(SCc2ccc(Cl)cc2)s1)c1ccco1	-4%
O=C(Oc1ccccc1)N1CCC2(CC1)CCN(c1cccc(-c3ccccc3)c1)CC2	0%
CCCCN1CCc2c([nH]c3ccc(C)cc23)C1=O	-1%
Cn1c(CCN2CCOCC2)nc2cc(NC(=O)COc3ccc(Cl)cc3)ccc21	-3%
CCCc1cc(=O)[nH]c(/N=C(/NC(=O)C(C)N2C(=O)c3ccccc3C2=O)Nc2ccccc2)n1 (stereo not drawn)	-5%

More entries follow.
molecule	AmpC inh det
CCOC(=O)C1=C(C)NC(C)=C(C(=O)OCC)C1C(=O)OCC(=O)N1CCc2ccccc21	0%
CC#CCN(CC#CC)S(=O)(=O)c1ccc(-n2cnnn2)c(OC)c1	21%
CCCCCCC1C(C#N)=C(N)OC2=C1C(=O)CCC2 (stereo not drawn)	9%
CCc1c(C)nc(N)n2c(SCC(=O)N3CCN(c4ccccc4F)CC3)nnc12	6%
Cc1nc2ccc(S(=O)(=O)NCC(=O)N3CCCCC3)cc2s1	0%
CCCc1ncc(C[n+]2ccccc2C)c(N)n1	6%[12.8 µM]
O=C(NCCN1CCOCC1)c1ccc(CS(=O)(=O)c2ccc(Br)cc2)o1	-1%
Cc1ccc2cccc(S(=O)(=O)n3nc(C)cc3C)c2n1	14%

Some of these compounds in order of molecular weight, descending.
molecule	AmpC inh det
O=C(NCCN1CCOCC1)c1ccc(CS(=O)(=O)c2ccc(Br)cc2)o1	-1%
CCn1c(C(=O)N2CCC(C(=O)N3CCC4(CC3)OCCO4)CC2)cc2sccc21	1%
CCc1c(C)nc(N)n2c(SCC(=O)N3CCN(c4ccccc4F)CC3)nnc12	6%
Cn1c(CCN2CCOCC2)nc2cc(NC(=O)COc3ccc(Cl)cc3)ccc21	-3%
O=C(Oc1ccccc1)N1CCC2(CC1)CCN(c1cccc(-c3ccccc3)c1)CC2	0%
Cc1ccc(Cn2c(=O)c3c(nc4n3CCCN4Cc3ccccc3)n(C)c2=O)cc1	16%
COc1cccc(NC(=O)CSc2nccn2-c2cccc(OC)c2)c1	-1%
CCOC(=O)c1c(C)[nH]c(C)c1C(=O)Cn1nnc(-c2ccccc2C)n1	-5%
CC#CCN(CC#CC)S(=O)(=O)c1ccc(-n2cnnn2)c(OC)c1	21%
CCOc1c(P(=S)(N(C)C)N(C)C)c(C)nn1-c1ccccc1	-1%
CC1OC(Nc2cccc3ccccc23)C(O)C(O)C1O (stereo not drawn)	3%
CC12CCC(C(=O)O)(c3nc(C#N)c(C#N)nc31)C2(C)C (stereo not drawn)	-2%
CCCS(=O)(=O)NCc1ccc2c(c1)cc(C)n2C	-1%
CN(C)c1ccc(/C=[N+](\[O-])C(C)(C)/C=N/O)cc1	-1%
c1ccc(-c2noc(-c3cccnc3)n2)cc1	-2%

(listing goes on)
molecule	AmpC inh det
CCN(CC(=O)Nc1ccc2c(c1)OCCO2)Cc1cc(=O)oc2cc(C)c(C)cc12	-5%
FC(F)(F)c1ccc(Cl)cc1	3%
O=C(Nc1ccc(F)cc1F)c1ccc(COc2c(F)c(F)cc(F)c2F)o1	-2%
O=c1[nH]c2ccccc2n1CCCN1CCC(n2c(=O)[nH]c3cc(Cl)ccc32)CC1	-6%[5.75 µM]
C=CCOC(=O)Nc1c(C(=O)OC)[nH]c2ccccc12	11%
COc1ccc(S(=O)(=O)Cc2ccc(C(=O)NCCCN(C)c3ccccc3)o2)cc1	-4%
O=C(O)CCC(=O)Nc1ccc(C(=O)OC2CCCCC2)cc1	-3%
CCOCCCNS(=O)(=O)Cc1ccccc1	-3%

More compounds follow:
molecule	AmpC inh det
CCCN(CCC)C[C@@H]1CCCCN1CCNC(=O)N1c2ccccc2C(=O)Nc2cccnc21	-3%
CCOC(=O)COc1cc2c3c(c(=O)oc2cc1C)CCCC3	-3%
C=Cn1ccnc1P(=S)(c1ccn(C)c1)c1nccn1C=C	-8%
CC(C)Nc1oc(-c2cccc3ccccc23)nc1C#N	9%
COc1ccc(-c2nc3cnc(OCc4ccccc4)nc3n(CCC#N)c2=O)cc1	0%
O=C(CN(C(=O)CCC(=O)Nc1nccs1)c1ccc2c(c1)OCCO2)NCc1ccco1	5%
CN(C)c1cccc(C(=O)OCC(=O)NCC2CCCO2)c1 (stereo not drawn)	-4%
Cc1ccc(CCNC(=O)c2nnn(-c3cc(C)cc(C)c3)c2N)cc1	-9%

Next section
molecule	AmpC inh det
Cn1c(=O)n(CCCOc2ccc(Cl)cc2)c2ccccc21	-2%
COc1ccc(S(=O)(=O)N2CCC(C(=O)NCc3ccccn3)CC2)cc1Cl	-3%
CC[C@H](C)[C@H](N)C1=N[C@H](C(=O)N[C@@H](CC(C)C)C(=O)N[C@@H](CCC(=O)O)C(=O)N[C@@H](C(=O)N[C@H]2CCCCNC(=O)[C@@H](CC(N)=O)NC(=O)[C@@H](CC(=O)O)NC(=O)[C@@H](Cc3cnc[nH]3)NC(=O)[C@@H](Cc3ccccc3)NC(=O)[C@@H]([C@@H](C)CC)NC(=O)[C@@H](CCCN)NC2=O)[C@@H](C)CC)CS1	0%[12.8 µM]
COc1ccc(S(=O)(=O)Nc2nnc(C)s2)cc1	0%
CCN(CC)c1ccc(C(=O)OCC(=O)N2CCN(c3ccccc3)CC2)cc1	-3%
CN1CCN(Cc2c(O)ccc3c(=O)c(Oc4ccccc4Cl)c(C(F)(F)F)oc23)CC1	15%
Cc1ccc(N2CC(c3nc4ccccc4n3C)CC2=O)cc1C (stereo not drawn)	11%
COc1ccc(NC(=O)c2cccc(-n3cnnn3)c2)cc1	6%

Further records.
molecule	AmpC inh det
CN(C)S(=O)(=O)N1CCN(C(=O)c2ccccc2Cl)CC1	17%
CCCCn1c(N)c(C(=O)OCC2CCCO2)c2nc3ccccc3nc21 (stereo not drawn)	-8%
CN(C)Cc1nc2c([nH]1)c(=O)n(C)c(=O)n2C	0%
Cc1ccc2c(c1)cc(C)c1nnc(SCC(=O)NCc3ccco3)n12	6%
CC(C)=CCC/C(C)=C/CN(CC(C)O)CC(C)O (stereo not drawn)	-1%
COc1cccc2sc(Nc3nnc(-c4cccs4)o3)nc12	-3%
Cc1cc(C)n(-c2nncn2/N=C/c2ccccc2F)n1	-4%
Cc1nc2cnc(Oc3ccccc3)nc2n(Cc2cccs2)c1=O	0%

(further entries)
molecule	AmpC inh det
COc1cc(C(c2nnnn2C(C)(C)C)N2CCN(c3nc4ccccc4s3)CC2)ccc1O (stereo not drawn)	10%
Cc1ccc(-c2cc(C(=O)NCc3ccco3)no2)cc1	-4%
CCCC(c1nnnn1Cc1ccccc1)N1CCC(C(N)=O)CC1 (stereo not drawn)	-4%
CCOC(=O)c1cc2ccccc2nc1C	13%
Cc1cc(-n2nc(C)cc2C)n2ncc(-c3ccccc3)c2n1	-4%
COCCNC(=O)c1ccc(CS(=O)(=O)c2ccc(C)cc2)o1	-1%
CN(C)c1ccc(C2C3C(=O)NC(=O)C3ON2c2ccc(Cl)cc2)cc1 (stereo not drawn)	8%
CC(C)Sc1nc2c(cnn2-c2ccccc2)c(=O)[nH]1	9%

Other entries:
molecule	AmpC inh det
O=C1CC2(CCCCC2)Oc2ccc(O)cc21	1%
O=C(c1cnccn1)N1CCC2(CCCN(Cc3ccncc3)C2)CC1	0%
O=C(Nc1ccc2c(c1)oc1ccccc12)c1ccncc1	4%
CCOc1ccc(/C(O)=C2/C(=O)C(=O)N(Cc3cccnc3)C2c2ccc(N(C)C)cc2)c(C)c1 (stereo not drawn)	11%
Cc1ccc2oc(=O)c3cnn(CC(=O)N4CCN(c5ccccn5)CC4)c3c2c1	11%
CC(=O)N1CCCc2cc(S(=O)(=O)N(C)CCC#N)ccc21	-2%
COc1ccc2nc(/N=C\N(C)C)sc2c1	6%
O=C(NCC(c1cccnc1)N1CCOCC1)Oc1ccccc1 (stereo not drawn)	-1%

The list goes on.
molecule	AmpC inh det
COCCn1nnnc1C(c1cc(OC)ccc1OC)N1CCc2ccccc2C1 (stereo not drawn)	-4%
Cn1c(=O)c2[nH]c(CSCc3ccccc3)nc2n(C)c1=O	5%[5.75 µM]
CCn1c(SCC(=O)c2ccc(NS(=O)(=O)c3ccccc3)cc2)nnc1-c1cccs1	0%
CCNc1nc(NCC)n2c(SCc3ccc(F)cc3)nnc2n1	17%
CCC(=O)Nc1cc(C)c(NC(=O)C23CC4CC(CC(C4)C2)C3)cn1	-5%
CCOC(=O)c1c(C)c(C(=O)NCCCN2CCCC2=O)c(C)n1CC	1%
O=C(Oc1cccc(-n2cnnn2)c1)c1sc2ccccc2c1Cl	-3%
CCC1CCCCN1Cc1nc2c(c(=O)n(C)c(=O)n2C)n1Cc1ccccc1 (stereo not drawn)	6%

The list goes on.
molecule	AmpC inh det
COc1cccc(-c2cc(C(=O)Nc3cnn(Cc4ccc(F)cc4)c3)no2)c1	-4%
COc1cc(C2N=C(c3ccccc3)NO2)cc(Br)c1O (stereo not drawn)	-4%
CSCC[C@@H](C(=O)Nc1ccc2c(c1)OCCO2)N1Cc2ccccc2C1=O	8%
O=C(O)/C=C\c1cnc[nH]1	-2%
CCOC(=O)n1c(SCC(=O)N(CC)CC)nc2ccccc21	16%
Fc1cc(Br)ccc1Nc1nc2ccccc2n2nnnc12	12%
CN(C)[C@H]1C(=O)C(C(=O)NCN2CCCC2)=C(O)[C@]2(O)C(=O)C3=C(O)c4c(O)cccc4[C@@](C)(O)[C@H]3C[C@@H]12	-1%[12.8 µM]
CCC(CO)NC(=O)c1cccc(S(=O)(=O)N2c3ccccc3CC2C)c1 (stereo not drawn)	-1%

(list continues)
molecule	AmpC inh det
O=P1(Nn2cnnc2)C=C(c2ccccc2)OC(c2ccccc2)=C1	12%
Clc1ccccc1Cn1nnc2c(NCC3CC3)ncnc21	3%
Clc1ccc(C2=Nn3c(nnc3-c3cccnc3)SC2)s1	-1%
Cc1nc(SCC(=O)Nc2ccnc3ccccc23)n[nH]1	-3%
Cc1ccccc1OCc1nnc(SCC(=O)Nc2ccc3c(c2)OCO3)n1C	-2%
COc1cc(C2N(c3cc(C)on3)C(=O)C3CCCN32)cc(OC)c1OC (stereo not drawn)	-3%
CCCN(CCC)S(=O)(=O)c1ccc(C(=O)O)cc1	11%
O=C(CN1C(=O)C2CC=CCC2C1=O)Nc1nc2ccccc2[nH]1 (stereo not drawn)	-5%

The results go on:
molecule	AmpC inh det
COc1ccc(N2C(=O)CC(NCc3cccc(F)c3)C2=O)cc1 (stereo not drawn)	5%
CCn1nnnc1-c1ccc(OC)c(S(=O)(=O)NCc2ccccc2)c1	-4%
Fc1ccccc1CCNc1nnnn1-c1ccccc1	-3%
O=C(c1cc(-c2ccc(Cl)c(Cl)c2)on1)N1CCN(c2ccccc2)CC1	-4%
N#Cc1ccc(CN2CCC3(CC2)CCN(C(=O)c2cccc(F)c2)CC3)cc1	0%
CCc1ccc2c(COC(=O)c3n[nH]c4ccccc34)cc(=O)oc2c1	0%
Cc1ccccc1N1C(=O)[C@@H]2Cc3ccccc3CN2C1=O	15%

Assay outcomes as filed in PubChem BioAssay.
